# VHR inh abs = VHR1 phosphatase inhibitors, primary screen, biochemical, absorbance, uHTS | Dual specificity protein phosphatase 3 (Homo sapiens), P51452 | recombinant VHR phosphatase, pNPP absorbance | inhibition, % at 13.3 µM | hit rate 0.52% among 290,000 | AID 1654, 2009; in the data active = inhibition above about 50%; also: some compounds called inactive have numbers as strong as hits
# Target sequence (P51452 whole entry, looked up): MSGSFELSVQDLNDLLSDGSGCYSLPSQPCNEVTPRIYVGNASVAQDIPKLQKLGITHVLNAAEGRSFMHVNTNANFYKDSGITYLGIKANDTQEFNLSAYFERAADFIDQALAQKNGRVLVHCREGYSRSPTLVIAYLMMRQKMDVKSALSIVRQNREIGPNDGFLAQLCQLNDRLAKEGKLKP
# MazEF act = activators of E. coli MazEF toxin-antitoxin RNase, primary screen, biochemical, fluorescence, uHTS. Endoribonuclease toxin MazF (Escherichia coli (strain K12)), P0AE70. FAM/BHQ RNA-DNA oligo cleavage fluorescence, 5 h. activation, % at 20 µM. hit rate 0.32% among 350,000. AID 504720, 2011; in the data active = activation above about 50%
# Target sequence (P0AE70 whole entry, looked up): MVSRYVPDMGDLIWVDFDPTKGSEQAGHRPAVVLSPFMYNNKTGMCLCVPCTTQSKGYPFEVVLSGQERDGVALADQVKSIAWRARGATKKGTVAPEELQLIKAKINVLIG
# 3CLpro inhibitor = SARS-CoV 3CLpro protease inhibitors, primary screen, biochemical, quenched FRET. recombinant SARS-CoV 3CLpro, quenched FRET peptide cleavage. inhibition, % at 6 µM. Replicase polyprotein 1ab (Severe acute respiratory syndrome coronavirus), P0C6X7. AID 1706, 2009. hit rate 0.14% among 290,000; in the data active = inhibition above about 12%
# Vc quorum ag = inducers of Vibrio cholerae quorum light production without autoinducers, primary screen, BH1578 luxS cqsA deficient, single point. V. cholerae BH1578 lux reporter, luminescence, 6 h. activation, % at 18.7 µM. hit rate 0.16% among 350,000. AID 588436, 2011; in the data active = activation mostly above about 9.7%, no sharp cut-off; also: not every result past the cut was called active; inactives centre near 0; reference of the scale not given here
# PfHsp40 yeast = rescue of yeast from PfHsp40 toxicity, primary screen, S. cerevisiae, ATP luminescence; S. cerevisiae expressing PfHsp40, growth rescue; growth rescue, % at 12.5 µM; hit rate 0.68% among 340,000; AID 504582, 2011; in the data active = growth rescue above about 28%, passing the limit was not always enough;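 also: yeast W303a lacking pdr1 and pdr3 grown in galactose medium; growth measured after three days at 30 °C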
# SSB-PriA inh = inhibitors of Klebsiella pneumoniae PriA binding to SSB C-terminal tail, primary screen, biochemical, AlphaScreen; PriA–SSB C-terminal tail interaction (Klebsiella pneumoniae); AlphaScreen SSBct-PriA binding, biotinylated peptide; inhibition, % at 33 µM; hit rate 0.6% among 430,000; in the data active = inhibition mostly above about 37%, no sharp cut-off; inactive = mostly below about 20%;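 also: plate controls were negative control peptide for no effect and reference peptide for full effect; strong numbers were not always called active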
# Y pestis TopoI = Yersinia pestis topoisomerase I inhibitors, primary screen, biochemical, cleavage product accumulation, plate reader, single point. DNA topoisomerase I (Yersinia pestis CO92). Y. pestis Topo-I cleavage product accumulation. activity, % at 10 µM. hit rate 0.064% among 360,000. AID 504884, 2011; in the data active = activity above about 50%, passing the limit was not always enough; also: inactives centre near 2
# Anthrax LF prot = Bacillus anthracis LF protease inhibitors, primary screen, biochemical, multiplex microsphere, MLPCN library | Lethal factor (Bacillus anthracis), P15917 | hit rate 0.12% among 360,000 | inhibition, % at 10 µM | AID 588501, 2011 | multiplex microsphere protease cleavage assay; in the data active = inhibition above about 30%; also: plate controls were buffer without enzyme for full effect and enzyme alone for no effect
# Target sequence (P15917 whole entry, looked up): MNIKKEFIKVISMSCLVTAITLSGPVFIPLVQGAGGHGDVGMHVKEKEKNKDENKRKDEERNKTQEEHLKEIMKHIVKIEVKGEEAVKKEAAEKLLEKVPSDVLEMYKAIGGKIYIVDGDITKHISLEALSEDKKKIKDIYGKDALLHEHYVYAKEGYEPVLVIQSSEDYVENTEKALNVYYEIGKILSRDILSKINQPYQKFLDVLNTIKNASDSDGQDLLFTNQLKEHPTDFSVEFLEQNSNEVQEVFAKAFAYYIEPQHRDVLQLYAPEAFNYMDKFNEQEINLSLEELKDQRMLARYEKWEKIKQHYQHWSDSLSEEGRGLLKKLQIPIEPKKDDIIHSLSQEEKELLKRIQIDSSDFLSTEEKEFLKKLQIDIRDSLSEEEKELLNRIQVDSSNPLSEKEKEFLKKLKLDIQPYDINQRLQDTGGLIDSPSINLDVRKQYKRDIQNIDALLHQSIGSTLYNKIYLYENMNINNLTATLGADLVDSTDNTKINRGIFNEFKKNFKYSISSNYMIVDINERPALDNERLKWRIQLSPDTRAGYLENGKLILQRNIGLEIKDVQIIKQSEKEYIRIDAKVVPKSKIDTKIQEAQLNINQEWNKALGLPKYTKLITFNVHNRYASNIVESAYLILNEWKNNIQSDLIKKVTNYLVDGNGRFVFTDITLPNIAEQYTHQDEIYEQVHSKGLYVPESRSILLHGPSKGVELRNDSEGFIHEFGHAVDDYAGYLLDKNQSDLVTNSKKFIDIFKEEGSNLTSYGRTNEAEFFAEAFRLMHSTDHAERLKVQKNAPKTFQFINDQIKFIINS
# Rv3671c inh = Rv3671c serine protease inhibitors, primary screen, biochemical, fluorescence polarization, M. tuberculosis H37Rv. P9WHR9. inhibition, % at 5.96 µM. hit rate 0.048% among 320,000. AID 2606, 2010; in the data active = inhibition above about 38%;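 also: extracellular domain of Rv3671c used as enzyme; 0% = enzyme with DMSO and 100% = no enzyme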
# TcdB inh = TcdB glycohydrolase inhibitors, primary screen, biochemical, single point, plate reader | Toxin B (Clostridioides difficile), P18177 | TcdB glycohydrolase enzymatic assay | inhibition, % at 9.99 µM | hit rate 0.24% among 350,000; in the data active = inhibition above about 10%
# The depositor's hits bear a star; i = inactive; . = not tested or not shown; & = joins results of further samples. This is a subset; rates above refer to the full screens.
# A first look:
1) O=C(CCNS(=O)(=O)c1ccc(Br)cc1)N1CCN(c2ccccc2O)CC1
2) CC(C)CC(C)NC(=O)c1ccc(C(F)(F)F)cc1 (stereo not given)

compound no.	1	2
VHR inh abs	.	-7
MazEF act	4	-11
3CLpro inhibitor	.	-6
Vc quorum ag	-1.4	-0.7
PfHsp40 yeast	3.3	0.2
SSB-PriA inh	-7	-19
Y pestis TopoI	15	7
Anthrax LF prot	3	-6
Rv3671c inh	6	9
TcdB inh	1.0	0.3

# Main list, repeating the preview:
1) O=C(CCNS(=O)(=O)c1ccc(Br)cc1)N1CCN(c2ccccc2O)CC1
2) CC(C)CC(C)NC(=O)c1ccc(C(F)(F)F)cc1 (stereo not given)
3) CCN(C(=O)CSc1nnc(-c2ccncc2)n1-c1ccccc1)C1CCS(=O)(=O)C1 (stereo not given)
4) CSCCC(=O)Nc1cc(S(=O)(=O)N2CCOCC2)ccc1N1CCN(C)CC1
5) COC(=O)c1ccc(CN(C(C)=O)c2ccccc2)o1
6) O=c1c2ccccc2nnn1Cc1nnc(-c2ccccc2Br)o1
7) CCCC12CN3CC(C)(CN(C1)C3c1ccc([N+](=O)[O-])o1)C2=O (stereo not given)
8) Cc1ccc(-n2ncc(C(=O)Nc3cc(Cl)ccc3Cl)c2C2CCNCC2)cc1
9) CCC1Nc2ncnc(N3CCc4ccccc4C3)c2N(Cc2ccc(Cl)cc2)C1=O (stereo not given)
10) COc1ccc(NC(=O)CC2C(=O)N(Cc3ccco3)C(=S)N2C(C)C)cc1 (stereo not given)

compound no.	1	2	3	4	5	6	7	8	9	10
VHR inh abs	.	-7	22	23	22	-2	23	21	.	28
MazEF act	4	-11	13	1	-12	-1	-1	5	-8	-2
3CLpro inhibitor	.	-6	4	2	-7	-2	7	-4	.	6
Vc quorum ag	-1.4	-0.7	i	-0.6	-0.2	-0.3	-0.6	-0.2	-0.7	0.7
PfHsp40 yeast	3.3	0.2	-0.8	2.0	-0.1	-0.1	-1.1	0.7	0.8	0.3
SSB-PriA inh	-7	-19	8	-6	-2	-1	-25	5	-1	4
Y pestis TopoI	15	7	-9	2	0	10	-1	-10	10	-12
Anthrax LF prot	3	-6	-5	-5	-4	-4	-8	-1	-1	-4
Rv3671c inh	6	9	1	-11	10	-5	-1	-1	0	-5
TcdB inh	1.0	0.3	0.9	0.2	.	.	1.3	1.8	0.4	0.7

11) COc1ccc([C@H]2C(C#N)=C([S-])N[C@](C)(O)[C@@H]2[n+]2ccccc2)cc1
12) Cc1ccc(CN2C(=O)C(CC(C)C)Nc3ncnc(N4CCOCC4)c32)cc1 (stereo not given)
13) CSc1ccc(CN(C)CC(=O)NC(=O)NCCC2=CCCCC2)cc1
14) C/C(=N\NC(=O)Nc1ccccc1)c1ccccc1
15) Cc1noc(NS(=O)(=O)c2ccc(N/C=C\C(=O)c3ccc(Br)cc3)cc2)c1C
16) CCSc1nnc(NC(=O)[C@@H](NC(=O)c2ccc(C(C)(C)C)cc2)C(C)C)s1
17) CC(OC(=O)CCN1C(=O)C2CC=CCC2C1=O)C(=O)Nc1cccc(C#N)c1 (stereo not given)
18) C#CCOCCOCCOCCNc1nc(N2CCN(C(=O)Cn3cc(CCO)nn3)CC2)nc(N2CCN(C(=O)[C@H](Cc3ccc(O)cc3)n3cc(CCO)nn3)CC2)n1
19) COCCCN(C(=O)CSc1nc2ccccc2c(=O)n1C)c1c(N)n(Cc2ccccc2)c(=O)[nH]c1=O
20) COC(=O)c1ccc2c(=O)n(CC3CCCO3)c(SCC(=O)NCCc3ccc(S(N)(=O)=O)cc3)nc2c1 (stereo not given)

compound no.	11	12	13	14	15	16	17	18	19	20
VHR inh abs	23	.	.	30	6	4	.	.	.	14
MazEF act	-13	2	-3	4	1	0	2	4	-1	5
3CLpro inhibitor	0	.	.	-2	3	4	.	.	.	1
Vc quorum ag	1.2	-0.4	1.8	-0.2	i	i	-0.6	-3.7	i	i
PfHsp40 yeast	.	3.2	2.2	0.0	-1.3	0.3	-1.0	6.0	-1.2	1.0
SSB-PriA inh	2	2	-3	.	19	3	1	-13	-4	-6
Y pestis TopoI	-11	6	37	9	6	35	-6	12	5	6
Anthrax LF prot	-30	-2&-1	-12	-2	-4	-1	-3	0	-3	-3
Rv3671c inh	.	4	-3	-13	3	-6	6	.	.	0
TcdB inh	-4.4	-0.7&0.8	0.8	0.0	3.8	0.7	1.4	0.5	1.6	-1.5

21) O=C(NCCC(NS(=O)(=O)OCC(Cl)(Cl)Cl)c1ccccc1)C(F)(F)F (stereo not given)
22) O=C(COc1cc([N+](=O)[O-])cc2cccnc12)NCCC1=CCCCC1
23) COc1ccc2c(CN3CC=C(c4ccccc4)CC3)cc(=O)oc2c1
24) CON(C)S(=O)(=O)c1ccc2c(c1)NC(=O)C1CCCN21 (stereo not given)
25) Cc1noc(C)c1C(=O)N1CCN(S(=O)(=O)c2ccc(F)cc2)CC1
26) CC(C)OP(=O)(OC(C)C)C(O)c1ccccc1F (stereo not given)
27) CCN(C(=O)COC(=O)c1cc2c(s1)CCC(C)C2)c1c(N)n(Cc2ccccc2)c(=O)[nH]c1=O (stereo not given)
28) COc1ccc(CCNC(=O)C2CC(=O)N(C3CCCCCCC3)C2)cc1OC (stereo not given)
29) Cc1ccc(-c2cc(C(=O)Nc3cc(C(=O)O)ccc3C)c3ccccc3n2)cc1
30) COc1cccc(C(=O)Nc2cccc3ccccc23)c1

compound no.	21	22	23	24	25	26	27	28	29	30
VHR inh abs	5	27	37	33	10	3	.	17	-6	17
MazEF act	4	4	1	8	3	2	-5	-17	-7	2
3CLpro inhibitor	-5	-2	-2	1	1	0	.	1	-2	-2
Vc quorum ag	-0.5	-4.0	0.0	.	-1.6	i	i	-0.2	i	-0.3
PfHsp40 yeast	-1.8	-0.1	-1.5	0.2	-0.9	0.4	-1.3	-0.9	-0.3	0.1
SSB-PriA inh	-2	5	-5	8	-8	10	3	2	8	-5
Y pestis TopoI	9	17	-8	7	5	-9	-3	5	5	1
Anthrax LF prot	-3	-5	4	-7	-1	-3	0	-2	-3	0
Rv3671c inh	4	5	3	-24	13	0	.	-2	4	.
TcdB inh	1.5	-0.4	0.6	.	0.2	.	-4.4	.	0.6	-2.3

# 5 compounds out of the list, ordered by number of heavy atoms, rising:
26) CC(C)OP(=O)(OC(C)C)C(O)c1ccccc1F (stereo not given)
24) CON(C)S(=O)(=O)c1ccc2c(c1)NC(=O)C1CCCN21 (stereo not given)
21) O=C(NCCC(NS(=O)(=O)OCC(Cl)(Cl)Cl)c1ccccc1)C(F)(F)F (stereo not given)
28) COc1ccc(CCNC(=O)C2CC(=O)N(C3CCCCCCC3)C2)cc1OC (stereo not given)
27) CCN(C(=O)COC(=O)c1cc2c(s1)CCC(C)C2)c1c(N)n(Cc2ccccc2)c(=O)[nH]c1=O (stereo not given)

compound no.	26	24	21	28	27
VHR inh abs	3	33	5	17	.
MazEF act	2	8	4	-17	-5
3CLpro inhibitor	0	1	-5	1	.
Vc quorum ag	i	.	-0.5	-0.2	i
PfHsp40 yeast	0.4	0.2	-1.8	-0.9	-1.3
SSB-PriA inh	10	8	-2	2	3
Y pestis TopoI	-9	7	9	5	-3
Anthrax LF prot	-3	-7	-3	-2	0
Rv3671c inh	0	-24	4	-2	.
TcdB inh	.	.	1.5	.	-4.4

# The listing continues:
# Value order – VHR inh abs	MazEF act	3CLpro inhibitor	Vc quorum ag	PfHsp40 yeast	SSB-PriA inh	Y pestis TopoI	Anthrax LF prot	Rv3671c inh	TcdB inh
31) O=C(COc1coc(CN2CCN(c3cccc(Cl)c3)CC2)cc1=O)NC1CCCC1
→ .	5	.	i	-0.9	-6	34	1	-6	0.6
32) COc1ccc(OC)c(/C=N/NC(=O)c2ccc(=O)[nH]n2)c1
→ -7	-4	-1	2.1	1.1	.	4	-8	-3	-1.0
33) CCCCCCC(=O)Nc1ccc(Cl)cn1
→ 4	4	1	-0.2	0.1	-6	3	2	1	.
34) C[C@H](CO)N1C[C@H](C)[C@@H](CN(C)Cc2ccncc2)Oc2c(NC(=O)CCC(F)(F)F)cccc2C1=O
→ .	6	.	i	-0.8	-16	26	-2	2	.
35) Cc1ccnc(NC(=O)C2CC(=O)N(c3ccc4c(c3)OCCO4)C2)c1 (stereo not given)
→ 6	0	-1	-0.1	0.2	-6	9	-2	4	0.2
36) C=CCNC(=O)C1CCN(c2ccc(S(=O)(=O)N3CCOCC3)cc2Cl)CC1
→ 16	11	2	-2.4	1.4	9	1	-3	-5	1.3
37) COC(=O)c1ccccc1NC(=S)NC(=O)COc1ccccc1Cl
→ 13	42	-3	i	0.5	-3	15	-6	-1	.
38) CCOC(=O)C1CCN(c2cc3c(cc2NC(=O)c2ccccc2F)n(C)c(=O)n3C)CC1
→ -4	-8	3	i	-1.0	0	6	0	2	-0.2
39) O=C(Nc1ccc(F)cc1)OC1CN2CCC1CC2 (stereo not given)
→ 22	0	4	-0.7	-0.4	3	5	-12	3	0.5
40) Cc1cc(C)cc(N(CC(=O)NCc2ccco2)S(=O)(=O)c2ccccc2)c1
→ 22	-16	-4	-0.3	-0.4	18	19	-5	2	0.9
41) O=C(Nc1ccccc1C(=O)NCc1cccnc1)c1ccco1
→ 25	2	-1	-0.4	0.6	-3	-3	-1	3	.
42) O=C(CSc1nnc(-c2ccccc2)n1Cc1ccccc1)N1CCOCC1
→ 7	1	-3	-0.4	0.8	-6	-2	-2	1	.
43) COc1ccc(CNS(=O)(=O)NCc2ccccc2F)cc1
→ 7	16	-1	i	3.2	2	-4	1	0	-0.9
44) CCOC1=C/C(=C/c2c(N)n3nc(CC(=O)N4CCCCC4)sc3nc2=O)C=CC1=O
→ 25	-69	4	0.9	0.4	.	-6	-2	-10	1.6
45) CC(=O)Nc1cc(S(=O)(=O)Nc2ccccc2)c(C)cc1C
→ 25	-4	-4	0.8	0.5	7	-3	-4	-2	.
46) O=C1Nc2ccccc2/C1=C/c1nc2ccccc2c(=O)n1-c1ccc(O)cc1
→ 20	6	6	-0.3	0.4	-9	-6	-6	14	0.7
47) CC(=O)c1c(N2CCCC2)[nH]c(-c2ccccc2)nc1=S
→ 4	-4	3	-0.8	0.4	5	2	-1	7	1.9
48) CC(C)(C)c1ccc(-n2ncc3c2CCCC3NC(=O)CCN2CCCCC2=O)cc1 (stereo not given)
→ 18	8	4	-7.7	-0.9	-2	15	1	7	0.9
49) O=C(NCc1ccccc1)C(c1cccnc1)N(C(=O)c1csnn1)c1ccccc1 (stereo not given)
→ 35	12	5	-0.5	-0.4	0	10	14	7	3.1
50) NC(=O)CSc1n[nH]c(=O)n1CCc1ccccc1
→ 21	6	-2	-0.5	-1.1	6	2	-5	-1	0.5
51) CC(C)CCNC(=S)Nc1ccccn1
→ 4	-1	6	i	0.8	-4	3	0	-11	.
52) CC(=O)N(NC(=O)c1ccccc1Cl)C1CC(=O)N(c2ccc(C)cc2)C1=O (stereo not given)
→ 17	4	4	-0.4	-1.4	-2	3	-6	4	.
53) O=C(COC(=O)COc1ccccc1)Nc1ccc(OC(F)(F)F)cc1
→ 15	-4	1	-0.2	1.7	-18	0	-1	-3	0.6
54) CCCn1c(N)c(N2CCCCC2)c(=O)n(CC(=O)Nc2ccccc2C)c1=O
→ 7	0	-2	i	-0.9	-2	0	-4	9	.
